Screening results from PubChem.
FLuc modulator: counter-screen for miR-21 project: firefly luciferase inhibitors or activators; hit rate 6.9% among 360,000; purified FLuc, Km substrates, luminescence inhibition; Potency, µM (series often up to 57.5 µM), for inactives: at the top dose activity change, negative = inhibition, usual class: inhibitors; active = well fitted inhibition curve with a large enough effect; inconclusive = small, poorly fitted or top-dose-only effect;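 note: plate controls were vehicle for no effect and reference inhibitor for full effect; nearly all actives have a fitted effect of over 55% in size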
Target sequence (P08659 whole entry, looked up): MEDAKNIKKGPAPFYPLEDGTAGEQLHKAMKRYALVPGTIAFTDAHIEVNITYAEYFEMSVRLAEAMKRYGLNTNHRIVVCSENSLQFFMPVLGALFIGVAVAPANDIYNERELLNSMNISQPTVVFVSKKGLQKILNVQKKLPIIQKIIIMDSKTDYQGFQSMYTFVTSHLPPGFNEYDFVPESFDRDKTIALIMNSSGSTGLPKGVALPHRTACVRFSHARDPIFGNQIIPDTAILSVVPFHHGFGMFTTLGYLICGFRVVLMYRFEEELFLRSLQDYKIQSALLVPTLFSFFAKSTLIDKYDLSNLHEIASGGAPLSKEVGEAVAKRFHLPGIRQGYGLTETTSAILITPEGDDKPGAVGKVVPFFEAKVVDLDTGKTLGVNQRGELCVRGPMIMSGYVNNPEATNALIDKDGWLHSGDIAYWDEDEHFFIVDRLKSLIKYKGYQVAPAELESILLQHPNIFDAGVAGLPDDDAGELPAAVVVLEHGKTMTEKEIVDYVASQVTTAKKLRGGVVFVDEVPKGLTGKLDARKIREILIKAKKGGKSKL
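Biochemical qHTS of compounds, final roughly 60 µM downward over six points, against 10 nM purified firefly luciferase using Km concentrations of substrates (10 uM D-luciferin, 10 uM ATP) in Tris acetate pH 7.5 buffer; luminescence output.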
Numbers without * were called inactive; ? = inconclusive. Potency is the fitted concentration of half-maximal effect. These rows are one share of the data, so the mix of outcomes need not match the whole.

A first look, 5 compounds:
No. | smiles | FLuc modulator
1 | CCOC(=O)N1CCc2c(sc3c2C(=O)NC(c2ccc(C(=O)OC)cc2)N3)C1 (configuration not stated) | 0.2%
2 | COc1ccc(CCNC(=O)Cc2c(C)c3cc4c(C(C)(C)C)coc4c(C)c3oc2=O)cc1 | 3.8%
3 | Cc1cc(C)cc(OCC(=O)Nc2nc3c(s2)CC(C(C)(C)C)CC3)c1 (configuration not stated) | 12µM*
4 | CC(C)(C)c1ccc(S(=O)(=O)N2CCC(c3ccncc3)CC2)cc1 | -5.8%
5 | O=S(=O)(c1ccc(-c2cc(C(F)(F)F)on2)s1)N1CCN(c2ccc(F)cc2)CC1 | -4.9%

The list itself, from the first entry:
No. | smiles | FLuc modulator
1 | CCOC(=O)N1CCc2c(sc3c2C(=O)NC(c2ccc(C(=O)OC)cc2)N3)C1 (configuration not stated) | 0.2%
2 | COc1ccc(CCNC(=O)Cc2c(C)c3cc4c(C(C)(C)C)coc4c(C)c3oc2=O)cc1 | 3.8%
3 | Cc1cc(C)cc(OCC(=O)Nc2nc3c(s2)CC(C(C)(C)C)CC3)c1 (configuration not stated) | 12µM*
4 | CC(C)(C)c1ccc(S(=O)(=O)N2CCC(c3ccncc3)CC2)cc1 | -5.8%
5 | O=S(=O)(c1ccc(-c2cc(C(F)(F)F)on2)s1)N1CCN(c2ccc(F)cc2)CC1 | -4.9%
6 | Cc1ccc(Cn2c(C(=O)O)c(CNCCc3ccco3)c3ccc(C)cc32)cc1 | -2.2%
7 | COc1ccccc1-c1cc2nc(C)c(CCC(=O)NCCc3cccc(C)c3)c(C)n2n1 | -17.2%
8 | CCOc1ccc(CCNC(=O)CCCc2nnc3n(CCCOC)c(=O)c4sccc4n23)cc1 | 4.4%
9 | Cc1cccc(N2CCN(S(=O)(=O)c3csc(C(N)=O)c3)CC2)c1C | -10.5%
10 | CCOC(=O)c1ccc(NC(=O)CSc2nc(C)c(Cc3ccccc3)c(=O)[nH]2)cc1 | -15.0%
11 | CCOC(=O)C1=C(CS(=O)(=O)c2ccc(F)cc2)NC(=O)NC1c1ccc(OCC)c(OC)c1 (configuration not stated) | -4.8%
12 | Nc1nc(N)c(S(=O)(=O)c2ccccc2)c(Nc2ccccc2)n1 | 2.0%

The final two compounds of the part above are carried over, then new ones follow:
No. | smiles | FLuc modulator
11 | CCOC(=O)C1=C(CS(=O)(=O)c2ccc(F)cc2)NC(=O)NC1c1ccc(OCC)c(OC)c1 (configuration not stated) | -4.8%
12 | Nc1nc(N)c(S(=O)(=O)c2ccccc2)c(Nc2ccccc2)n1 | 2.0%
13 | COc1ccc(C(=O)/C=C/c2cn(CC(O)CN(CC(C)C)CC(C)C)c3ccccc23)cc1OC (configuration not stated) | -6.9%
14 | COc1ccc(CNC(=O)C2CCC(CNS(=O)(=O)c3ccc4c(c3)CCCC(=O)N4)CC2)cc1 (configuration not stated) | -6.7%
15 | CCCCc1ccc(NS(=O)(=O)c2ccc(N3CCCCS3(=O)=O)cc2)cc1 | ?
16 | O=C(Cn1c(=O)nc(-c2ccccc2)c2cc(Cl)ccc21)NCc1ccccc1 | -13.4%
17 | Cc1cc(Cl)ccc1OCC(=O)Nc1c(C(=O)c2ccccc2)oc2ccccc12 | -1.9%
18 | COc1ccc(S(=O)(=O)c2cc3cc(OC)ccc3oc2=O)cc1 | -1.3%
19 | O=C(c1ccc(Nc2nc3ccccc3n3nnnc23)cc1)N1CCN(c2ccc(F)cc2)CC1 | -1.3%
20 | CCC(=O)N1CCc2cc(S(=O)(=O)NC(C(=O)NCCc3cccc(C)c3)C(C)C)ccc21 (configuration not stated) | 1.4%
21 | COCCCNC(=O)C1CCN(C(=O)c2ccc(-n3ccc4ccccc43)s2)CC1 | ?
22 | Cc1ccc(Cl)cc1NC(=O)c1sc2nc(-c3ccccc3)cn2c1C | 1.9%
23 | Cc1ccc(NC(=O)Nc2csc3c2CCCC3)c(C)c1 | 4.5%
24 | CC(C)OCCCNC(=O)C(=O)Nc1c2c(nn1-c1ccccc1)CS(=O)(=O)C2 | 4.9%
25 | CCOC(=O)CSc1nc(-c2ccc(Cl)cc2)cc(C(F)(F)F)c1C#N | -2.4%
26 | Cn1c(=O)n(C)c2cc(NS(=O)(=O)c3ccc(Br)cc3)c(NCc3ccccc3)cc21 | ?
27 | COc1ccc2c(c1)c1c(c(=O)n(-c3ccc(C)cc3)c(=O)n1CC(=O)NCc1ccc(C)cc1)n2C | -0.9%
28 | COc1ccccc1CNC(=O)C1CCN(C2=NS(=O)(=O)C(c3ccc(C)c(C)c3)=C2C)CC1 | 3.4%
29 | O=C(NC1CCCCCC1)C1CCN(C(=O)N2CCOc3ccc(Cl)cc32)CC1 | 1.1%
30 | COCCCNC(=O)c1ccc(-c2nc(CS(=O)(=O)c3ccc(C)cc3)c(C)o2)cc1 | -2.1%
31 | CCCCS(=O)(=O)CC(O)CSc1nc(-c2ccc(C)cc2)cc(-c2ccccc2)c1C#N (configuration not stated) | -19.5%
32 | COc1cccc(N2CC(NC(=O)c3ccc(S(=O)(=O)N4CCCCC4)cc3)CC2=O)c1 (configuration not stated) | 1.2%
33 | COCCn1c(SCC(=O)c2c[nH]c3ccccc23)nc2cc(C(=O)NC(C)C)ccc2c1=O | -4.7%
34 | CCN(C(=O)CSc1nc2ccccc2n1CC(=O)N(C)C1CCCCC1)c1ccccc1 | -7.9%
35 | O=C(NCc1ccc(F)cc1)c1ccc2oc(=O)n(Cc3ccccc3)c2c1 | -1.1%
36 | CCOc1ccccc1Nc1sc(C(=O)c2ccccc2)c(N)c1S(=O)(=O)c1ccc(C)cc1 | -0.7%
37 | O=C(NCc1cccc(F)c1)C1CCN(c2nn3cc(-c4ccc(F)cc4)nc3s2)CC1 | -13.9%
38 | CCOC(=O)C1CCN(C(c2ccccc2OC)c2c(O)cc(C)n(CCOC)c2=O)CC1 (configuration not stated) | 2.3%
39 | COc1cccc(NS(=O)(=O)c2ccc3[nH]c4c(c3c2)CCCCCC4)c1 | -15.1%
40 | COc1ccc(CNC(=O)c2cc3c(-c4ccc(Cl)cc4)nn(C)c3s2)cc1 | -0.5%
41 | Cc1ccc(C)c(CN2C(=O)C(=O)c3ccccc32)c1 | -2.2%
42 | Cc1noc(NS(=O)(=O)c2ccc(NC(=O)COc3ccccc3Br)cc2)c1C | ?
43 | CCOC(=O)Cn1c(=O)n(CC2CCCO2)c2nc(-c3ccc(OCC)cc3)nc(C(N)=O)c21 (configuration not stated) | 0.1%
44 | Cc1cccc(N(C)C(=O)CS(=O)(=O)c2cccc3nsnc23)c1 | -0.4%
45 | CC(=O)N1CCCc2cc(S(=O)(=O)N3CCC(N(C)C(C)C)CC3)ccc21 | -0.3%
46 | Cc1ccc(CNC(=O)c2cc3sc(Cl)cc3n2C)cc1 | 0.2%
47 | Cn1ccc2cc(S(=O)(=O)N3CCCN(C(=O)Nc4ccc(Br)cc4)CC3)ccc21 | -11.4%
48 | COc1ccc(NC(=O)Cn2cnc3ccc(S(=O)(=O)N4CCC(C)CC4)cc3c2=O)cc1Cl | 4.2%
49 | Cc1c(C(=O)NC(C)c2ccccc2)sc2ncnc(N(C)C3CCCCC3)c12 (configuration not stated) | 6.8%
50 | CC1=C(C(=O)Nc2cccc(C(F)(F)F)c2)C2(CCN(C(C)C)CC2)OC1=O | 1.3%
51 | CCCC12CN3CC(CCC)(CN(C1)C3c1c(C)[nH]c(=O)[nH]c1=O)C2=O (configuration not stated) | -0.1%
52 | COc1ccc2c(c1)c1c(c(=O)n(-c3cc(Cl)ccc3C)c(=O)n1Cc1ccc(F)cc1)n2C | -3.3%
53 | CCOC(=O)c1cc(-c2ccc(F)cc2)n(CCC(=O)NC2CCCCC2)c1C | -7.4%
54 | COC(=O)c1ccc(Cn2c(SCC(=O)N(C)c3ccccc3)nc3ccccc32)cc1 | -16.2%
55 | CCCC(=O)Nc1cc(-c2nc3cccnc3s2)ccc1C | 9.53µM*
56 | COc1ccc(S(=O)(=O)Nc2ccc3oc4c(c3c2)C(=O)CC(C)(C)C4)cc1 | 2.2%
57 | CCOc1ccc(NC(=O)N2CCC(CN3CCc4ccccc4C3)CC2)cc1 | 3.7%
58 | O=C(NCc1ccco1)c1ccc2c(c1)N(Cc1ccc(Cl)cc1)C(=O)c1ccccc1S2=O (configuration not stated) | -2.6%
59 | O=C(CCS(=O)(=O)c1cccc2nonc12)Nc1c(F)cccc1F | -5.6%
60 | COc1ccc(OC)c(CNC(=O)c2ccc(-c3nc(CSc4ccccc4)c(C)o3)cc2)c1 | -11.1%
61 | COc1ccc(-c2cc(-c3nc(-c4cc(OC)c(OC)c(OC)c4)no3)[nH]n2)c(OC)c1 | 4.6%
62 | O=C(Nc1cccc(Cl)c1)c1cc(S(=O)(=O)N2CCCc3ccccc32)ccc1F | -8.8%
63 | CCOC(=O)c1c(C)c(-c2ccccc2)n(CC(=O)Nc2cccc(C)c2C)c1C | -7.6%
64 | O=C(NCCCO)C(=O)Nc1c2c(nn1-c1ccc(F)cc1)CSC2 | -11.4%
65 | O=C(NCc1ccccc1)c1cnc(N2CCCCC2)c2ccccc12 | ?
66 | Cc1ccc(Cl)cc1N1CCN(C(=O)C2CCCN(Cc3nc(-c4cccc(Cl)c4)oc3C)C2)CC1 (configuration not stated) | ?
67 | COc1ccc(S(=O)(=O)Nc2ccc(-c3ccc(N4CCCC4)nn3)cc2)cc1F | -1.2%
68 | Cc1ccc(NC(=O)c2sc3nc(-c4cccs4)ccc3c2N)cc1F | -14.9%
69 | CCOC(=O)c1c(S(=O)(=O)N2CCC(C(=O)Nc3cccc(C)n3)CC2)c(C)n(C)c1C | -1.7%
70 | COc1cc(-c2nc3n(n2)C(c2ccc(F)cc2)C(C(N)=O)=C(C)N3)cc(OC)c1OC (configuration not stated) | 4.7%
71 | CCOCCCNC(=O)c1c[nH]c2ccc(S(=O)(=O)N(C)c3ccc(Cl)cc3F)cc2c1=O | 4.2%
72 | O=C(CN1CCN(Cc2ccc(F)cc2)C1=O)NCc1ccccc1Cl | -18.4%

The list continues:
No. | smiles | FLuc modulator
73 | COc1ccc(OC)c(NC(=O)N(C)CCc2c(C)nn(C)c2C)c1 | -0.2%
74 | CCn1cc(C(=O)N2CCN(c3cc(Cl)ccc3C)CC2)c2cc(OC)c(OC)cc2c1=O | 3.8%
75 | Cc1ccc2c(=O)cc(CSc3ccccc3)[nH]c2c1C | -9.6%
76 | Cc1nc(-c2ccc(S(=O)(=O)NCc3ccc(F)cc3)cc2)co1 | -1.6%
77 | CN(C)c1ccc(CNC(=O)CCCn2ccc3cc(S(=O)(=O)N4CCCC4)ccc32)cc1 | -17.8%
78 | CCC(C)NC(=O)CCc1c(C)nc2c(c(C)nn2-c2ccc(C)cc2)c1C (configuration not stated) | -0.7%
79 | COc1cc(Cl)c(C)cc1NC(=O)Cn1cc(S(=O)(=O)N2CCC(C)CC2)c2ccccc2c1=O | -8.7%
80 | COc1ccc(CNC(=O)C2CCN(c3nc4ccccc4[nH]3)CC2)cc1OC | 6.2%
81 | Cc1ccc(CNC(=O)Cn2c(=O)ccc3cc(S(=O)(=O)N4CCCC4)ccc32)cc1 | -7.0%
82 | COc1cc(C)ccc1OCCSc1nc(-c2cccc(C)c2)nc2cc(=O)[nH]n12 | -14.3%
83 | Cc1ccc(S(=O)(=O)N2CCN(Cc3cc(=O)n4nc(-c5ccccc5Cl)sc4n3)CC2)cc1 | -0.9%
84 | CCn1cc(S(=O)(=O)c2ccccc2)c(=O)c2cc(F)c(N3CCN(c4ccccc4)CC3)cc21 | -2.6%
85 | Cc1ccc(OCc2nc(-c3ccc(C(=O)NCCc4ccc(Cl)cc4)cc3)oc2C)cc1 | -0.4%
86 | Cc1cccc(N2C(=O)CSC23C(=O)N(Cc2cccc(C(F)(F)F)c2)c2ccccc23)c1 (configuration not stated) | -1.6%
87 | O=C(CC1N=C2c3ccccc3N=C(SCc3ccccc3F)N2C1=O)NCCc1ccccc1 (configuration not stated) | -3.8%
88 | CCc1ccc(OCC(=O)N(Cc2ccco2)Cc2ccco2)cc1 | -15.8%
89 | CCOC(=O)c1cc(S(=O)(=O)NCc2ccc(F)cc2)[nH]n1 | ?
90 | COc1ccc(NC(=O)c2sc3nc[nH]c(=O)c3c2C)cc1 | ?
91 | Cc1nn(C)c2c1c(-c1ccccc1)cc(=O)n2CC(=O)NC(C)(C)C | -4.4%
92 | Cc1ccc(-c2noc(CN(C3CCCCC3)S(=O)(=O)c3ccc(C)cc3)n2)cc1 | -1.8%
93 | COc1ccc(CNC(=O)c2ccc(Sc3ccc(Cl)cc3)c(NC(C)=O)c2)c(OC)c1 | -19.9%
94 | CCc1ccc(NC(=O)C2CCCN2S(=O)(=O)c2cccc3nsnc23)cc1 (configuration not stated) | 5.6%
95 | COc1ccc(-n2c(C)nnc2SCc2nc(-c3ccc(OC)c(OC)c3)no2)cc1 | -1.2%
96 | CCC(C(=O)Nc1cc(OC)ccc1OC)n1nc(-c2ccccc2)c2c(c1=O)CCCC2 (configuration not stated) | -14.0%
97 | CCc1cccc(NC(=O)c2ccc(CNS(=O)(=O)c3ccc4c(c3)C(C)(C)C(=O)N4C)cc2)c1 | -14.4%
98 | Cc1c(C(=O)Nc2c(F)cccc2F)sc2ncn(Cc3ccccc3F)c(=O)c12 | -2.5%
99 | CC1=C(C(=O)OC2CCCC2)C(c2c(F)cccc2Cl)CC(=O)N1 (configuration not stated) | 6.4%
100 | CC(CNC(=O)C1CCN(S(=O)(=O)c2ccc3c(ccn3C)c2)CC1)c1ccccc1 (configuration not stated) | -4.6%
101 | CCc1ccc(NC(=O)CSC2=Nc3ccccc3C3=NC(CCC(=O)NCc4cccs4)C(=O)N23)cc1 (configuration not stated) | -1.7%
102 | Cc1ccc(N2CCN(C(=O)NCc3noc4ccccc34)CC2C)cc1 (configuration not stated) | 0.9%
103 | O=C(NCc1ccco1)c1ccc(Cn2c(SCc3ccccc3)nc3cccnc32)cc1 | 6.75µM*
104 | COc1ccc(S(=O)(=O)Nc2cccc(-c3ccc(N4CCCCCC4)nn3)c2)cc1F | 5.36µM*
105 | CCNc1oc(-c2ccc(COc3ccc(Cl)cc3)o2)nc1C#N | 6.4%
106 | COC(=O)c1c(NC(=O)c2ccc(S(=O)(=O)N3CCC(C)CC3)cc2)sc2c1CCN(C)C2 | 3.3%
